Compound activity (PubChem BioAssay)
MEP2-GFP yeast – modulators of TOR pathway MEP2-GFP in S. cerevisiae; 330,000 compounds, 0.51% hits; GFP response vs DMSO, % at 10 µM; S. cerevisiae MEP2-GFP strain, flow cytometry GFP, 3 h; 100% = DMSO control level;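 active = GFP response versus DMSO above a set limit, roughly screen mean plus 3 SD, cut at about 180% in these data; inconclusive = fewer than 70 cells counted for a yeast strain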;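 note: median GFP fluorescence of the barcode-gated MEP2-GFP cells per well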
GRK2 inh – inhibitors of human GRK2 displacing RNA aptamer | P25098 | bead flow cytometry, FAM-aptamer displacement from GRK2 | inhibition of aptamer binding, % at 10 µM | 330,000 compounds, 0.59% hits | AID 488847;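 active = inhibition of aptamer binding above 40%, roughly 3 SD of noise, on plates passing a quality check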;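 note: median bead fluorescence of bound FAM aptamer so fluorescent compounds give negative values; no value below 0 was filed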
VLA-4 inh – inhibition in a human VLA-4 binding assay | inhibition, % (about 7 µM as worked out from the volumes in the protocol) | AID 2557 | 330,000 compounds, 0.2% hits | VLA-4 expressing cells, ligand binding flow cytometry; in the data active = inhibition above about 50%
Target sequence (P13612 whole entry, looked up): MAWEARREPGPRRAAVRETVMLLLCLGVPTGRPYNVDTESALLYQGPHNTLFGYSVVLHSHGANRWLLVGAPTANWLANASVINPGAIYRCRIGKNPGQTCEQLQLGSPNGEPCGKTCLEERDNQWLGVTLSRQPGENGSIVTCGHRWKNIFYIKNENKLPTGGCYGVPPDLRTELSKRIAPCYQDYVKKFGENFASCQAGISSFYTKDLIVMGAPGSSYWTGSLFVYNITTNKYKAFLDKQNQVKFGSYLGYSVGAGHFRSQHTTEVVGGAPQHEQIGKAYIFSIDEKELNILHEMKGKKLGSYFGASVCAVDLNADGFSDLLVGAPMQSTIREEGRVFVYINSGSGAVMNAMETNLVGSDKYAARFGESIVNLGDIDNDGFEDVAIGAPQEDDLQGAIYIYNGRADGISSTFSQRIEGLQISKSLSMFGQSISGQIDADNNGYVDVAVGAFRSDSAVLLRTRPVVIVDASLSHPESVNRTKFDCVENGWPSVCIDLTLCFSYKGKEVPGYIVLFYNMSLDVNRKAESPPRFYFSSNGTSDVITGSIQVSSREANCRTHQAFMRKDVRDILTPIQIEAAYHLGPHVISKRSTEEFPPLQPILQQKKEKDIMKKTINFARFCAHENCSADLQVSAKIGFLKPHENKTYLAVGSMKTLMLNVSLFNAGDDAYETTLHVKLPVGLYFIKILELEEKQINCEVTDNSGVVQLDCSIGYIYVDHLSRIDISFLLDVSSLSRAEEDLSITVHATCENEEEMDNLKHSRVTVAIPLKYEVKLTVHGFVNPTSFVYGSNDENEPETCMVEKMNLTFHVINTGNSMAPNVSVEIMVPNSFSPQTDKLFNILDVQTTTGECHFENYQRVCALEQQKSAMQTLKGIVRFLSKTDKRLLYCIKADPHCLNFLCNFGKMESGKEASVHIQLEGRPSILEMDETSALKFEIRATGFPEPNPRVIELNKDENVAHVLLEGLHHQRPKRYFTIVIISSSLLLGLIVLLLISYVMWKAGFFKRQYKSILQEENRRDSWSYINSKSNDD
Yeast superoxide – lowers age-related superoxide in aged yeast cells; S. cerevisiae aged cells, superoxide DHE fluorescence; stronger effect = lower value; superoxide response (% of plate mean), % at 10 µM; 330,000 compounds, 0.18% hits; AID 2690;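 active = superoxide response under a set limit, about three screen SD below normal, cut at about 65% in these data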;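 note: yeast aged for seven days with compound at 30 °C before DHE staining; 100% = average MFI of all compound-treated wells on the plate with controls excluded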
RPL19A TOR yeast – alters RPL19A-GFP fluorescence in TOR pathway yeast screen. S. cerevisiae RPL19A-GFP strain, flow cytometry, 3 h; stronger effect = lower value. percent response vs DMSO, % at 10 µM. 330,000 compounds, 0.3% hits;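 active = percent response vs DMSO below 50%; inconclusive = fewer than 70 events counted for the yeast strain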;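 note: median channel GFP fluorescence of the barcoded RPL19A-GFP strain; ratio of sample median GFP to plate DMSO average so 100% = DMSO; lower means less RPL19A-GFP as with rapamycin TOR inhibition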
LAP4-GFP MLPCN – yeast TOR pathway LAP4-GFP modulation. S. cerevisiae LAP4-GFP multiplex, flow cytometry GFP, 3 h; median GFP as percent of DMSO wells. GFP response vs DMSO, % at 10 µM. 320,000 compounds, 0.34% hits;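 active = GFP response vs DMSO above a set limit, about the screen mean plus 3 SD, cut at about 150% in these data; inconclusive = under 70 cell events counted for the yeast strain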
AGP1-GFP MLPCN – yeast TOR pathway AGP1-GFP modulation; S. cerevisiae AGP1-GFP multiplex flow cytometry, 3 h; GFP as percent of DMSO wells; GFP response vs DMSO, % at 10 µM; 320,000 compounds, 0.02% hits;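 active = GFP response relative to DMSO above a set limit, near screen average plus 3 SD, cut at about 150% in these data; inconclusive = fewer than 70 cells counted for the yeast strain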;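 note: median GFP channel fluorescence of the gated AGP1 strain per well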
CIT2 TOR yeast – yeast TOR pathway CIT2-GFP modulation; S. cerevisiae CIT2-GFP strain, flow cytometry, 3 h; 100 means same as DMSO wells; GFP response vs DMSO, % at 10 µM; 320,000 compounds, 0.065% hits; AID 2029;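 active = GFP response relative to DMSO above a set limit, near the screen mean plus 3 SD, cut at about 150% in these data; inconclusive = Fewer than 70 cells measured for a yeast strain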;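 note: ratio of well median GFP fluorescence to mean of DMSO wells on the plate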
An asterisk follows results filed as active; i = inactive; ? = inconclusive; nt = no result given; & = joins results of further samples; [ ] = another dose, or the depositor's remark.

Order of results: MEP2-GFP yeast	GRK2 inh	VLA-4 inh	Yeast superoxide	RPL19A TOR yeast	LAP4-GFP MLPCN	AGP1-GFP MLPCN	CIT2 TOR yeast
Cc1cc(C(=O)CSc2nnc(-c3ccc4c(c3)OCO4)o2)c(C)n1-c1ccc(F)cc1
→ 108	2	14	92	107	95	106	104
COc1cc(C)c(Cl)cc1S(=O)(=O)N1CCCC1
→ 96	0	-6	100	98	102	104	94
COc1ccc(C2CC(=O)NC(=O)C2)cc1
→ 115	7	6	112	105	92	95	103
CCOC(=O)N1CCN(C(=O)c2cc3c(=O)n(C)c4ccccc4c3n2C)CC1
→ 112	0	-6	94	98	98	105	102
CC(Sc1nc2ccccc2c(=O)n1C)C(=O)Nc1ccc2c(c1)OCCO2 (stereo unspecified)
→ 93	2	5	75	90	99	91	87
COCCN(CC1CCCN(C2Cc3ccccc3C2)C1)C(=O)CCC(C)=O (stereo unspecified)
→ 99	0	-9	103	100	97	104	103
COc1ccc(S(=O)(=O)N2CCOCC2)cc1NC(=O)COc1ccccc1OC
→ 107	1	0	111	100	94	90	88
COc1cccc(Nc2nc3ccccc3n3cnnc23)c1
→ 106	1	-16	113	97	105	95	106
COc1ccc(C(=O)N2CCCCC2)cc1S(=O)(=O)Nc1ccccc1
→ 95	3	0	93	97	93	98	99
Cc1coc2cc3oc(=O)c(CC(=O)N4C[C@H]5C[C@@H](C4)c4cccc(=O)n4C5)c(C)c3cc12
→ 98	0	13	122	96	100	99	98
COc1ccc(CCN(/C=C2\Sc3ccccc3C2=O)C(C)=O)cc1OC
→ 92	3	-5	96	103	105	94	85
CC1=CC2=NC(=O)CC(C)(C(=O)N(CC(=O)NC3CCCC3)c3ccccc3F)N2C=C1 (stereo unspecified)
→ 90	2	3	91	100	94	98	98
O=C(Nc1ccc2cn[nH]c2c1)c1ccc(S(=O)(=O)N2CCOCC2)cc1
→ 123	3	-6	105	103	93	96	116
CC[N+](CC)(CC)CCCCOc1ccc2c(c1)C(=O)c1cc(OCCCC[N+](CC)(CC)CC)ccc1-2
→ 98	0	23	81	100	105	110	106
COc1cc(C(=O)N(Cc2cccnc2)Cc2cc3cc4c(cc3[nH]c2=O)OCCO4)cc(OC)c1OC
→ 98	1	-5	120	100	102	102	112
COCCn1c(-c2ccccc2)csc1=Nc1cccnc1
→ 95	1	-1	91	95	99	96	99
Cc1ccc(C)c(-n2ccnc2SCC(=O)O)c1
→ 106	0	-2	105	106	109	111	106
COc1ccc(C(=O)NNC(=O)CN2CCC(n3nnc4cc(C)ccc43)CC2)cc1
→ 101	0	8	102	98	87	97	94
CC(C)Oc1ccc(C(=O)OCC(=O)NCCNC(=O)COC(=O)c2ccc(OC(C)C)cc2)cc1
→ 103	2	15	108	105	103	102	102
CC(C)c1ccc(NC(=O)CSc2n[nH]c(=O)n2-c2cccnc2)cc1
→ 98	7	0	104	94	92	97	99
O=C(N/N=C/c1ccc(O)cc1)c1cc(-c2ccccc2)nc2ccccc12
→ 94	0	31	97	99	96	103	101
CCOC(=O)c1ccc(Cl)c(NC(=O)c2ccc(-c3ccccc3)cc2)c1
→ 94	0	-1	97	94	94	97	95
Cc1ccc2[nH]c(=O)c(CN(Cc3ccccc3)Cc3nnnn3C3CCCC3)cc2c1
→ 107	0	i	93	102	101	105	102
COc1cc(NC(=O)C2CCC(CNS(=O)(=O)c3csc(C(N)=O)c3)CC2)cc(OC)c1 (stereo unspecified)
→ 107	0	4	104	100	96	99	105
COc1ccc2cc1Oc1ccc(cc1)C[C@H]1c3cc(c(OC)cc3CCN1C)Oc1c(OC)c(OC)cc3c1[C@@H](C2)N(C)CC3
→ 96	0	0	112	98	103	103	92
CC(=O)c1ccc(N2CCN(C(=O)/C=C/c3ccc4ccccc4n3)CC2)cc1
→ 101	32	-8	146	93	102	88	102
CCC(C)(C)NC(=O)C(c1ccc(C)cc1)N(Cc1ccco1)C(=O)Cn1nnc2ccccc21 (stereo unspecified)
→ 103	1	0	103	99	95	102	100
Cc1ccc(-c2noc(CNc3ccccc3)n2)cc1
→ 94	0	-1	93	94	100	91	89
O=C(c1c[nH]c2ccccc2c1=O)N1CCCCCC1
→ 107	1	18	104	100	103	101	102
COc1ccc(NS(=O)(=O)c2cccc(NC(=O)COc3ccccc3[N+](=O)[O-])c2)cc1
→ 106	1	4	98	95	119	99	86
O=C(N1CCN(c2ccccn2)CC1)N1c2ccccc2Sc2ccccc21
→ 102	1	67*	113	97	102	99	91
Cc1cc(C)c(NC(=O)CSc2nnc(CNC(=O)c3ccco3)o2)c(C)c1
→ 91	0	5	108	101	97	100	95
Cc1c(C(=O)NCCCc2ccccc2)cccc1[N+](=O)[O-]
→ 105	2	15	90	104	104	107	101
Cc1cc(C(=O)NC2CCCN(Cc3ccc(Cl)cc3)C2)no1 (stereo unspecified)
→ 108	0	1	87	105	97	99	100
CC(C)OC(=O)c1ccc(COC(=O)CNC(=O)c2ccco2)cc1
→ 96	0	7	83	103	92	102	99
Cc1c(C)n(Cc2ccccc2)c2ncnc(Cl)c12
→ 105	0	12	91	104	110	101	99
CC(=O)Oc1ccc2ccccc2c1C(NC(=O)Cc1ccccc1)c1ccccc1 (stereo unspecified)
→ 97	0	0	105	nt	102	101	91
COc1ccccc1-c1nnc(SCC(=O)NCc2cccs2)n1N
→ ?	4	3	91	99	?	?	94
COc1ccc(-c2noc(CCC(=O)NC3CCCCC3)n2)cc1OC
→ 97	5	-1	86	96	90	96	nt
COc1ccc(C)cc1S(=O)(=O)NCC(c1ccc2c(c1)OCO2)N1CCOCC1 (stereo unspecified)
→ 97	1	0	105	99	102	112	89
CCOC(=O)N1CCN(c2nc(-c3ccc(OC)cc3)no2)CC1
→ 106	1	7	94	103	119	95	99
Cc1cccc(CNc2ncnc3ccc(-c4cccnc4)cc23)c1
→ 99	0	14	90	97	110	101	99
CSc1ccccc1OCc1cc(C(=O)N[C@H]2CCCCNC2=O)no1
→ 99[may fluoresce green]	0	16	112	103[may fluoresce green]	95[may fluoresce green]	99[may fluoresce green]	104[may fluoresce green]
COc1cc2oc(=O)ccc2cc1[C@H](O)[C@@H](O)C(C)(C)O
→ 99	0	0	90	100	104	101	100
C1CCN(Cc2nnnn2C2CCCC2)CC1
→ 99	1	-14	100	101	100	107	100
OCCN(Cc1ccccc1)C(=S)Nc1ccc(F)cc1
→ 102	1	-12	100	99	98	95	97
CN1CCN(C(=O)/C(C#N)=C/c2ccc(F)cc2)CC1
→ 115	0	34	94	101	103	101	101
O=C(COC(=O)COc1ccccc1)Nc1ccc(Br)cc1F
→ 109	1	-14	103	101	105	106	114
COc1cc(/C=N/Nc2ccccc2)ccc1OC(=O)c1cccs1
→ 103	0	6	101	102	87	102	100
COc1ccc(NC2C=CS(=O)(=O)C2)cc1 (stereo unspecified)
→ 97	2	-8	96	98	103	103	97
CCCCCCn1cnc2c(oc3nc4c(cc32)CCCC4)c1=O
→ 108	3	5	113	105	93	103	107
Cc1cc(NC(=O)C(C)C)ncc1NC(=O)CCc1ccccc1
→ 95	3	4	101	96	99	94	89
Cc1cc2[nH]c(=O)c(=O)[nH]c2cc1S(=O)(=O)Nc1ccccc1F
→ 104	2	7	103	97	101	97	89
NS(=O)(=O)c1ccc(NC(=S)Nc2nn(Cc3ccc(Cl)cc3Cl)cc2Cl)cc1
→ 101	8	3	112	101	93	93	97
COc1cc(Cl)ccc1NC(=S)N(CCCN1CCOCC1)Cc1cn(C)c2ccccc12
→ 100	1	4	97	102	91	104	97
O=C(OCCN=C1NS(=O)(=O)c2ccccc21)c1ccco1
→ 101	0	-2	104	97	94	97	98
CCN(CC(=O)Nc1ccccc1C(F)(F)F)C(=O)c1oc2c(Cl)cccc2c1C
→ 95	0	1	110	92	101	98	79
CSCCC(NS(=O)(=O)c1ccccc1F)C(=O)NC(C)c1ccccc1 (stereo unspecified)
→ 102	0	4	97	115	95	104	109
Cc1ccc(N(Cc2ccccc2)C(=O)c2cc(S(=O)(=O)N3CCOCC3)ccc2C)cc1
→ 97	2	-2	109	94	105	98	104
CC(C)Oc1ccc(OCCCN2CCCCCC2)cc1
→ 101	0	12	98	97	nt	95	103

Continuation:
Order of results: MEP2-GFP yeast	GRK2 inh	VLA-4 inh	Yeast superoxide	RPL19A TOR yeast	LAP4-GFP MLPCN	AGP1-GFP MLPCN	CIT2 TOR yeast
CS(=O)(=O)N(CCc1ccccc1)CC(=O)N1CCN(c2ccccc2)CC1
→ 99	0	3	100	100	91	104	nt
O=C(O)c1ccc2c(c1)C(=O)N(CCCCCCCN1C(=O)c3ccc(C(=O)O)cc3C1=O)C2=O
→ 112	10	-11	96	109	108	105	102
CC(C)(C)c1cc(NC(=O)c2cccc([N+](=O)[O-])c2)no1
→ 103	1	-5	105	100	92	103	100
CCC1=NN(C(=O)c2ccc([N+](=O)[O-])cc2)C(O)(c2ccccc2)C1 (stereo unspecified)
→ 107	0	-2	100	101	96	101	102
CC(C)(C)OC(=O)NCc1ccc(CNC(=O)c2nc[nH]c2C(=O)N2CCN(c3ccccc3)CC2)cc1
→ 106	2	0	94	102	90	97	94
COc1cc(C(=O)Nc2c(C(=O)O)[nH]c3ccccc23)cc(OC)c1OC
→ 119	11	-7	84	112	97	97	102
O=C(NCc1cccnc1)c1sc2cc(Cl)ccc2c1Cl
→ 83	0	-5	91	97	97	92	89
Cc1cc2oc(=O)c(CC(=O)NCCCO)c(C)c2c2occ(C(C)(C)C)c12
→ 110	0	3	103	103	91	100	107
Cn1nnnc1CCOCCc1nnnn1C
→ 105	0	0	96	98	99	104	104
CCCCOc1ccc(C(=O)N/N=C/c2cn[nH]c2-c2ccc(OC)c(OC)c2)cc1
→ 96	0	15	115	98	95	92	100
N#CC(C#N)=C1C(=O)N(CCN2CCOCC2)c2ccccc21
→ 109	3	10	112	104	113	107	108
O=C(c1ccc([N+](=O)[O-])cc1)N1CCN=C1SCc1ccccc1
→ 103	0	-7	103	96	101	95	97
CC(=O)c1ccccc1N(C(=O)c1ccco1)C(C(=O)NC1CCCC1)c1ccc(C)cc1 (stereo unspecified)
→ 99	1	9	80	100	100	110	105
CC1CCCCN1C(=O)c1cc(S(=O)(=O)N2CCCCC2)c[nH]1 (stereo unspecified)
→ 105	4	-18	110	103	100	110	104
CCCn1c(CN2CCCCC2CC)nc2c1c(=O)n(C)c(=O)n2C (stereo unspecified)
→ 92	47*	5	125	92	89	88	91
CCc1cccc(CC)c1NC(=S)/C(=C(\[O-])c1ccc(Cl)s1)[n+]1ccccc1
→ 111	2	-2	90	92	101	91	102
COC(=O)c1cc(OC)c(OC)cc1NC(=O)Nc1ccccc1F
→ 103	0	0	95	102	107	109	105
CCN(CC(=O)NCc1ccc(Cl)cc1)C(=O)c1c(C)noc1C
→ 100	0	-7	97	98	104	103	96
Cc1cc(CN2CCC(N3CCC(C(=O)NC4CC4)CC3)CC2)cc(C)c1O
→ 108	0	-3	109	104	105	106	103
CC(=O)Nc1ccc(NC(=O)C(C)OC(=O)/C(C#N)=C/c2ccc(N(C)C)cc2)cc1 (stereo unspecified)
→ 108	0	23	102	98	88	107	99
Cn1cc(S(=O)(=O)Nc2ccc(F)cc2F)c(=O)n(C)c1=O
→ 99	0	18	91	98	92	95	96
Clc1ccccc1CN1CCc2sccc2C1
→ 93&117	2&0	21&2	95&98	99&103	100&103	97&102	98&106
C#CCOCCOCCOCCNc1nc(N2CCN(C(=O)[C@H]([C@@H](C)CC)n3cc([C@@H](N)Cc4ccc(O)cc4)nn3)CC2)nc(N2CCN(C(=O)[C@H](CCCCN)n3cc([C@@H](N)CO)nn3)CC2)n1
→ 91	0	8	105	87	90	86	88
